From PubChem
Pf apPOL inh = Pf-apPOL DNA polymerase inhibition. Recombinant Pf-apPOL, molecular beacon fluorescence, 1.5 h. inhibition, % at 10 µM. 210,000 tested, 0.25% active
mHTT-CaM PPI inh = disrupts binding of mutant huntingtin to calmodulin; P42858; AlphaScreen His-mHTT/GST-CaM binding, luminescence; inhibition, % at 15 µM; 190,000 tested, 3.6% active; AID 1671202;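 also: 0% = both proteins with DMSO and 100% = one protein alone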
Active calls of the source: *; i = inactive; · = not tested or not shown; & = joins results of further samples. Rule as the data show it: active = inhibition above about 50%; inactive = the rest. No enrichment for hits; overall some 3.5% were active at least once.

SMILES | Pf apPOL inh | mHTT-CaM PPI inh
Cc1ccnc(N2CCCC(C(=O)Nc3ccc(CN4CCOCC4)cc3)C2)n1 (stereo not given) | -10 | -10
OC1CCC(C2CC3CCC2C3)CC1O (stereo not given) | -6 | -9
O=C(NCc1ccco1)c1cc2nc(-c3ccc(Cl)cc3)cc(C(F)(F)F)n2n1 | -2 | -2
Cc1cc(N2CCC(C(=O)NCc3ccc4c(c3)OCO4)C2=O)ccc1F (stereo not given) | -4 | 1
O=C(NCc1ccc(F)cc1)C1CCc2nc(N3CCCCC3)ncc2C1 (stereo not given) | -13 | -4
CCCCNC(=O)c1csc(-c2cccnc2)n1 | -1 | 4
Oc1ccc(C2(c3ccc(O)cc3)CCCC2)cc1 | 4 | 10
Cc1ccccc1NC(=O)CC1SC(=Nc2ccccc2)N(C(C)(C)C)C1=O (stereo not given) | 4 | 3
CC(C)CN(CC(C)C)C(=S)NC1CCCCC1 | · | -9
CCOc1ccccc1Oc1c(C)oc2c(CN(C)C)c(O)ccc2c1=O | -2 | 1
COc1ccc(S(=O)(=O)N2CC3CC(NC(=O)c4cccs4)C2C3)cc1Cl (stereo not given) | -4 | 7
CCc1cc2c3ccccc3ccc2c2ccccc12 | 2&-11 | ·
COCCNc1ncnc2sc3c(c12)CC(C)CC3 (stereo not given) | -1 | -4
CSc1ccc(NC(=O)N2CC=C(c3cn(C)c4ncccc34)CC2)cc1 | -4 | 25
N/C(=N\OC(=O)c1ccco1)c1ccc(Br)cc1 | -5 | i
N#C/C(=C\c1ccc(O)cc1)c1nc(C2CC2)cs1 | -2 | 23
CCCc1cc2c(=O)c(-c3ccc4c(c3)OCCO4)coc2cc1OC(C)C(=O)OC (stereo not given) | 0 | -3
Cc1nc(C)c(Cc2ccccc2F)c(N2CCN(C(=O)C(C)(C)CCl)CC2)n1 | 1 | 18
CC(C)CCNC(=O)CCS(=O)(=O)Cc1ccccc1F | -10 | -4
CC(C)c1cccc(NC(=O)C2CCCN(c3cn[nH]c(=O)c3)C2)c1 (stereo not given) | 0 | -5
Cn1ccc2c(cc(C(=O)NCc3cccnc3)n2C)c1=O | 0 | 0
COc1cc(C=CC(=O)NCC(O)(c2ccccc2)C2CC2)cc(OC)c1OC (stereo not given) | -8 | 10
Cc1ccc(C2CC(C(F)(F)F)n3nc(C(=O)N4CCc5ccccc5C4)cc3N2)cc1 (stereo not given) | -2 | 17
CCN1C2=C(C(=O)CC(C)(C)C2)C(c2ccc(O)c(Cl)c2)C2=C1CC(C)(C)CC2=O | 8 | 10
CC(C)(C)CC(=O)Nc1cnc(N2CCCCC2)nc1 | -2 | -1
Nc1ncnc(Nc2ccc(F)cc2Cl)c1[N+](=O)[O-] | -3 | -1
O=C(C1=NN(Cc2ccccc2)c2ccccc2S1(=O)=O)N1CCCCC1 | -1 | -8
O=C(Nc1nc(-c2ccc(Cl)c(Cl)c2)cs1)c1c(F)cccc1F | -11 | 6
CC1(C)CC(=O)c2cnc(NC(=O)C3CCCC3)nc2C1 | -8 | 6
NNS(=O)(=O)c1ccc2c(c1)Cc1cc(S(=O)(=O)NN)ccc1-2 | -3 | 2

In a second layout: entries from further up
canonical_smiles	Pf apPOL inh	mHTT-CaM PPI inh
CC(C)CCNC(=O)CCS(=O)(=O)Cc1ccccc1F	-10	-4
CC(C)c1cccc(NC(=O)C2CCCN(c3cn[nH]c(=O)c3)C2)c1 (stereo not given)	0	-5
Cn1ccc2c(cc(C(=O)NCc3cccnc3)n2C)c1=O	0	0

Next section
SMILES | Pf apPOL inh | mHTT-CaM PPI inh
CSc1ccc(Cl)c(C(=O)Nc2ccc(Cl)cn2)c1 | -5&-10 | -6&-9
CC(C)c1cc(=O)n(CC(=O)NCCn2nc(-c3cccs3)ccc2=O)cn1 | -4 | -7
Cc1cccc(C(=O)N2CCN(c3ccc4c(c3)CCC4)C(=O)C2C)c1 (stereo not given) | -3 | 2
O=S(=O)(NCc1ccccc1)c1ccc2[nH]c3c(c2c1)CCCCC3 | -4 | 57*
CCC(=O)Nc1c(-c2ccc(OC)c(OC)c2)nc2ccc(C)cn12 | 3 | 0
Cc1cc([N+](=O)[O-])ccc1NC(=O)c1ccc(-n2cnnn2)cc1 | -8 | -13
Cc1ccc(S(=O)(=O)N2CCC(c3noc(-c4ccccc4)n3)CC2)cc1F | -4 | -5
CC1(C)CC(=O)c2cc3c(N)c(C(=O)c4ccc([N+](=O)[O-])cc4)sc3nc2C1 | -11 | 10
COC(=O)c1sccc1NC(=O)CS(=O)(=O)c1cccs1 | -3 | -8
CC[C@@H](CO)Nc1cccc2c1S(=O)(=O)N(Cc1cn(Cc3cccc(C(F)(F)F)c3)nn1)Cc1ccccc1O2 | -6 | -13
Nc1cccn2nc(-c3cccnc3)nc12 | 7 | 3
CCn1cc(C(=O)Nc2cc(OC)cc(OC)c2)c(=O)c2ccc(C)nc21 | 0 | 3
Cn1cc(CCN2CCN(S(=O)(=O)c3cccc(Cl)c3)CC2)c2cccnc21 | 0 | 8
COc1ccc(-c2csc3c(=O)n(CC(=O)NCc4ccco4)cnc23)cc1 | 0 | 20
O=C(NCCN1CCCCC1)c1ccc(NC(=O)C2CC2)cc1N1CCCCCC1 | -2 | 17
Cc1cccn2c(=O)c3cc(C(=O)Nc4ccccc4F)sc3nc12 | -1 | -3
CC1CCN(c2nnc(C(=O)N(C)Cc3ccccc3)c3ccccc23)CC1 | 6 | 4
O=c1c2ccccc2ncn1CCCCSc1ccc(Cl)cc1 | 2 | -19
Cc1ccc(C(C[N+](=O)[O-])c2c(N)n(C)c(=O)n(C)c2=O)cc1 (stereo not given) | -3 | ·
CCOc1ccc(NC(=O)N2CCC3(CC2)Nc2cc(F)ccc2-n2cccc23)cc1 | 1 | 66*
COc1ccc(C=C2Oc3cc(OC(C)=O)ccc3C2=O)cc1 | -5 | 4
O=C(Nc1ccccc1F)c1ccc([N+](=O)[O-])o1 | 5&-6 | 5&-1
Cc1ccc(C(=O)NCCc2ccccc2)cc1 | 1 | -8
N#Cc1sc2nc(C34CC5CC(CC(C5)C3)C4)ccc2c1N | · | -12
CCN(CC)c1ccc2cc(C(N)=O)c(=Nc3cccc(C(C)=O)c3)oc2c1 | 2 | 6
O=C(Nc1cccc(Cl)c1Cl)c1ccc(CN2CCOCC2)cc1 | 2 | -2
COc1ccc(OC)c(NC(=O)N2CCCn3nc(-c4cccs4)cc3C2)c1 | 3 | 31
O=C(Nc1ccccc1)C1CCN(c2cccc(Cl)c2)C1=O (stereo not given) | -1 | -5
CCOc1ccc(C2C(C(=O)Nc3ccccc3OC)=C(C)Nc3nnnn32)cc1OC (stereo not given) | 10 | 3
CCOc1ccc(Cc2nc(-c3ccc4ncn(C)c4c3)no2)cc1 | -4 | -2
CC(C)NC(=O)C1CCCCN1C(=O)c1cc(-c2ccc(F)cc2)on1 (stereo not given) | -1 | -11
OC1CC2CC1C1CCCC21 (stereo not given) | · | -6
O=C(NCc1ccccc1)C1CCCN(C(=O)c2cc(-c3ccccc3)on2)C1 (stereo not given) | -7 | -1
CCOC(=O)c1cccc(NC(=O)N2CC(C)Oc3ccc(Cl)cc32)c1 (stereo not given) | -9 | 4
CCC(C)(C(=O)NC1CCCCC1)N(CC1CCCO1)C(=O)c1ccc(=O)[nH]c1 (stereo not given) | -1 | -2
Cn1c(C2CCN(C(=O)Nc3ccc(Br)cc3F)CC2)cc(=O)n2nccc12 | -1 | 12
Cn1cc(Br)c(C(=O)n2cc(Br)cn2)n1 | -1 | -6
CCCCOc1ccc(NC(=O)CSc2nnnn2-c2ccccc2)cc1 | -3 | -10
CCOc1c(C)cc(S(=O)(=O)NCC(C)(O)COC)cc1C (stereo not given) | -1 | -4
O=C(NCCC(c1ccccc1)c1ccccc1)C(=O)NC1CCCC1 | -2 | -22
Cc1ccccc1CNC(=O)c1cnn2c3c(cnc12)CC(C)CC3 (stereo not given) | -3 | -4
Cc1ncc([N+](=O)[O-])n1S(=O)(=O)c1ccc(F)cc1 | -70 | -7
CC(C(=O)NN)n1cnc2sc3c(c2c1=O)CCCC3 (stereo not given) | · | -3
Cc1nc(C)n(CC(O)COc2ccc(-c3ccccc3)cc2)n1 (stereo not given) | -10 | -8
O=C(Nc1nccs1)c1cc2ccccc2oc1=Nc1cccc(Br)c1 | 1 | -2
COc1ccc(C2=CC(c3ccc(N(C)C)cc3)n3nnnc3N2)cc1 (stereo not given) | -7&-3 | -3&13
COc1cccc(CC(=O)N2CCC3(C2)Nc2cccnc2NC3=NC(C)(C)C)c1 (stereo not given) | -4 | 16
CCc1nc2oc3cc(OC)ccc3c(=O)c2c(=O)n1-c1ccc(C)cc1 | -14 | -12
Cc1ccc(-c2nc3ncccc3o2)cc1NC(=O)Cc1ccccc1 | -5 | 1
O=S(=O)(Nc1ccc(N2CCOCC2)cc1)c1ccc(Cl)cc1 | -2 | 7
O=C(NCC1CCN(Cc2cccs2)CC1)C1CC1 | -11 | -4
Cc1cc(C(=O)Nc2ccc(-c3cnco3)cc2)nn1C | -10 | ·
CN(C)c1cccc(C(=O)N2CCOCC2)c1 | -6 | 5
O=S(=O)(Nc1ccc(I)cc1)c1ccc2nsnc2c1 | 4 | 14
Cc1ncc(CO)c2cc(C(=O)Nc3ccccc3F)c(=O)oc12 | -3 | -1
COc1cc(C=O)ccc1OCCOc1ccccc1OC(C)C | -8 | 1
CC1CN(C(=O)C(Cl)Cl)C(C)CN1C(=O)C(Cl)Cl (stereo not given) | -1 | 2
CS(=O)(=O)NCCSCc1ccc(Cl)c(Cl)c1 | -2 | 4
COc1ccc(N(CC(=O)Nc2ccccc2Cl)S(C)(=O)=O)c(OC)c1 | -4 | 8
O=C(CCCN1C(=O)c2cccnc2C1=O)Nc1ccc(F)cc1Cl | -11 | 7

Going on with the list.
SMILES | Pf apPOL inh | mHTT-CaM PPI inh
Cc1ccc(-n2c(SCC(=O)N3CCc4ccccc43)nc3c(c2=O)SCC3)cc1 | 0 | -4
CCN1C(=O)C(CC(=O)NCc2ccncc2)Sc2ncccc21 (stereo not given) | -1 | -4
NCCOc1ccc2oc3ccccc3c2c1 | · | -4
Cc1c(N=Cc2ccc3c(c2)OCO3)c(=O)n(-c2ccccc2)n1C | 10 | 5
CC(NCCN)c1ccccc1 (stereo not given) | -9 | -1
COc1ccc(NCc2ccc(C)s2)cc1OC | 6 | 71*
Cc1ccc(F)cc1NC(=O)c1c(O)c2cccnc2n(-c2ccc(F)cc2)c1=O | -2 | 1
O=C(NC1CCCC1)c1ccc2c(c1)NC(=O)C(N1CCOCC1)S2 (stereo not given) | -12 | 2
Cc1ccccc1C(=O)NCC(O)C1CCCCC1 (stereo not given) | -2 | -1
CCOc1ccccc1-n1c(C)nc2cc(C(=O)O)ccc21 | -1 | -3
O=[N+]([O-])c1ccc(-c2ccc(C=NNC(=S)Nc3cccc(F)c3)o2)cc1 | -122 | ·
CCc1cccc(NC(=O)Cc2ccc(Cl)cc2)c1 | 3 | -15
CN(C)S(=O)(=O)c1cc([N+](=O)[O-])ccc1N1CCCCCC1 | -12 | 13
CC(C)(C)NS(=O)(=O)c1ccc(NC(=O)c2cccc(Cl)c2)cc1 | 0 | -3
COc1cc(C(=O)Oc2ccc3oc(=O)cc(-c4cc5ccccc5o4)c3c2)cc(OC)c1OC | 1 | -3
CC(CN1CCC(C(=O)N2CCCC2)CC1)c1ccccc1 (stereo not given) | -7 | 3
O=C(NCc1ccccn1)c1c(O)nc2sccn2c1=O | 2 | -4
CCn1c(-c2ccc(S(=O)(=O)N3CCCC3)cc2)csc1=Nc1cccc(OC)c1 | 31 | 3
O=C(CCC1CCCN(C(=O)Nc2cccc(F)c2)C1)NCc1ccc2c(c1)OCO2 (stereo not given) | -6 | -5
CC(NC(=O)NC(=O)Cc1ccccc1)c1ccccc1 (stereo not given) | 8 | -18
Cc1cccc(-c2noc(C3CCCN3C(=O)Nc3ccccc3)n2)c1 (stereo not given) | -1 | -6
O=C(Nc1nc2c(s1)Cc1ccccc1-2)c1ccc([N+](=O)[O-])s1 | -2 | 10

By substructure: the compounds so far containing a thiophene ring, fused or not.
SMILES | Pf apPOL inh | mHTT-CaM PPI inh
COc1ccc(S(=O)(=O)N2CC3CC(NC(=O)c4cccs4)C2C3)cc1Cl (stereo not given) | -4 | 7
COCCNc1ncnc2sc3c(c12)CC(C)CC3 (stereo not given) | -1 | -4
CC(C)c1cc(=O)n(CC(=O)NCCn2nc(-c3cccs3)ccc2=O)cn1 | -4 | -7
CC1(C)CC(=O)c2cc3c(N)c(C(=O)c4ccc([N+](=O)[O-])cc4)sc3nc2C1 | -11 | 10
COC(=O)c1sccc1NC(=O)CS(=O)(=O)c1cccs1 | -3 | -8
COc1ccc(-c2csc3c(=O)n(CC(=O)NCc4ccco4)cnc23)cc1 | 0 | 20
Cc1cccn2c(=O)c3cc(C(=O)Nc4ccccc4F)sc3nc12 | -1 | -3
N#Cc1sc2nc(C34CC5CC(CC(C5)C3)C4)ccc2c1N | · | -12
COc1ccc(OC)c(NC(=O)N2CCCn3nc(-c4cccs4)cc3C2)c1 | 3 | 31
CC(C(=O)NN)n1cnc2sc3c(c2c1=O)CCCC3 (stereo not given) | · | -3
O=C(NCC1CCN(Cc2cccs2)CC1)C1CC1 | -11 | -4
COc1ccc(NCc2ccc(C)s2)cc1OC | 6 | 71*
O=C(Nc1nc2c(s1)Cc1ccccc1-2)c1ccc([N+](=O)[O-])s1 | -2 | 10
